# Screens from PubChem.
# TrxR1 inh – blocks rat thioredoxin reductase 1 | recombinant rTrxR1, NADPH fluorescence consumption, selenite substrate | Potency, µM (series often up to 114 µM), for inactives: top-dose activity change, negative = inhibition, hits mostly inhibitors | 1% of 390,000 active | AID 588453; note: potency is the fitted concentration of half-maximal effect; % is set by controls: 0 for no effect and ±100 for the full control effect; nearly all actives have a fitted effect of over 65% in size
#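 Rat TrxR1 (90 nM in the dispensed reagent) was pre-reduced with 400 uM NADPH for 5 min at room temperature, then incubated with compound for 15 min. After 400 uM selenite was added, NADPH fluorescence (Ex 340/Em 450 nm) was followed for 8 min.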
# GLS inh – glutaminase GLS (human) inhibition. O94925. GLS enzymatic activity, qHTS titration. Potency, µM (top dose mostly 45.5 µM), inactives show at the top dose activity change, negative = inhibition, actives largely listed as inhibitors. 0.21% of 410,000 active. AID 624170; note: potency is the fitted concentration of half-maximal effect; % is set by controls: 0 for no effect and ±100 for the full control effect
#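 Assay buffer: 45 mM KH2PO4 pH 8.2, 0.02% Tween-20. hKGA acts on L-glutamine (1 mM solution added); product glutamate is reported by an oxidase/peroxidase Amplex Red coupling, with fluorescence taken at baseline and 30 min.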
# PGK inhibitor – inhibitors of T. brucei phosphoglycerate kinase | P07378 | PGK/GAPDH coupled, Kinase-Glo luminescence, 60 min | Potency, µM (highest dose often 57.5 µM), for the others: at the highest dose activity change, negative = inhibition, hits mostly inhibitors | 0.043% of 380,000 active; note: potency is the fitted concentration of half-maximal effect; % is set by controls: 0 for no effect and ±100 for the full control effect; nearly all actives have a fitted effect of over 60% in size
# Target sequence (P07378 whole entry, looked up): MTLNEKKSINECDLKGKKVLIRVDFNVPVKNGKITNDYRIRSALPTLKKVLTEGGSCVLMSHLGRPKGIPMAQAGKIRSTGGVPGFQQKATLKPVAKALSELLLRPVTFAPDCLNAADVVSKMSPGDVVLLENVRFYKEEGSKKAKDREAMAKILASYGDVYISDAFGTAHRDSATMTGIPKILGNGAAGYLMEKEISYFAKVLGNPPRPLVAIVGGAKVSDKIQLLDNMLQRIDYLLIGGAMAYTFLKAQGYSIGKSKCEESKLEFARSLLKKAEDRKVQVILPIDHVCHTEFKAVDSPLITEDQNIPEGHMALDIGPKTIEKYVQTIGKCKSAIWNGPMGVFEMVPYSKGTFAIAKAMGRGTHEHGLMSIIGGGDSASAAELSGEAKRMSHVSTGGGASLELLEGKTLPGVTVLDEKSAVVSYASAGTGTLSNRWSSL
#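 Luminescent ATP detection (Kinase-Glo Plus) follows a 60-minute room-temperature incubation, with wells lacking PGK as controls. Buffer: 100 mM TEA (pH 7.6), 5 mM MgCl2, 0.01% Tween-20. Coupling enzyme GAPDH (100 nM final) supplies unstable 1,3-BPG in-well.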
# IDH1 R132H inh – human IDH1 R132H inhibition | IDH1-R132H enzyme, NADPH consumption, diaphorase/resazurin fluorescence | Potency, µM (top dose mostly 76.6 µM), without a hit: at the top dose activity change, negative = inhibition, actives largely listed as inhibitors | 0.093% of 390,000 active | AID 602179; note: potency is the fitted concentration of half-maximal effect; % is set by controls: 0 for no effect and ±100 for the full control effect; nearly all actives have a fitted effect of over 65% in size
# Target sequence (O75874 whole entry R132H, stated change not applied): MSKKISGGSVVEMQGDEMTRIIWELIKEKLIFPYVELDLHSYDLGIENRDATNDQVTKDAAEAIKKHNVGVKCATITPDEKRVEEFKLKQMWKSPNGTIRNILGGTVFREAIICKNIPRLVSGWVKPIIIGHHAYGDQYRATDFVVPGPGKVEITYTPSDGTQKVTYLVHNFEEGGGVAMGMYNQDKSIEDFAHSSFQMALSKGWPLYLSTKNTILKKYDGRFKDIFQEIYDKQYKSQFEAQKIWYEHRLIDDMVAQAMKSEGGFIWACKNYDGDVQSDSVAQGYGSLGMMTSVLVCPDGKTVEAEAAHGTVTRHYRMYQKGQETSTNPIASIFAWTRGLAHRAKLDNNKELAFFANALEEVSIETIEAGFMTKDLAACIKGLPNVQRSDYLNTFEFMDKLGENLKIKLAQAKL
#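 IDH1-R132H (0.5 ug/mL) preincubated 30 min with compound, then NADPH (0.016 mM) and alpha-KG (2 mM) added; 80 min at RT, pH 7.5. Remaining NADPH coupled via diaphorase/resazurin to fluorescence (540/590 nm); concentration-response curves normalized to no-enzyme control.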
# PI4K2A inh – blocks human PI4K2A kinase activity | AID 1346378 | Q9BTU6 | 0.13% of 420,000 active | purified PI4K2A, ADP-Glo luminescence, 1 h; hits give low values | activity change, negative = inhibition, % at 76.9 µM; in the data active = activity change below about -50%; inconclusive = mostly about -30% to -49%;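 note: -100% = wells without enzyme as full effect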
#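 Compounds are screened against recombinant PI4K2A using PI as substrate and ATP, the latter dispensed at 300 microM. Reactions run one hour at ambient temperature before ADP-Glo detection; full inhibition defined by wells lacking enzyme.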
# Pin1 inhibitor – inhibitors of human Pin1. Q13526. Pin1 FP peptide displacement, HiFluor488, 10 min. Potency, µM (top dose mostly 115 µM), for the others: at the highest dose activity, negative = inhibition, usual class: inhibitors. 0.009% of 390,000 active; active = well fitted inhibition curve with a large enough effect in the polarisation, with a control signal flat, not every such curve was filed as active; inconclusive = small, poorly fitted or top-dose-only effect, or effect the other way, or a change in a side signal; inactive = no such curve, though single readings can be large or run the other way; the % refers to the polarisation; note: potency is the fitted concentration of half-maximal effect; % is set by controls: 0 for no effect and ±100 for the full control effect
# Target sequence (Q13526 whole entry, looked up): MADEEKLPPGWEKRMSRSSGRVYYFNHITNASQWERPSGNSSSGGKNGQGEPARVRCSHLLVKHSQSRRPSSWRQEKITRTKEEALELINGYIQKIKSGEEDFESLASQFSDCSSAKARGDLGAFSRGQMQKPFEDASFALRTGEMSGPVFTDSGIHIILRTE
# USP1 inh – blocks the human USP1/UAF1 deubiquitinase complex | recombinant USP1/UAF1, Ub-Rhodamine cleavage fluorescence | Potency, µM (top dose mostly 57.1 µM), for the others: at the highest dose activity change, negative = inhibition, hits mostly inhibitors | AID 743255 | 0.23% of 390,000 active; note: potency is the fitted concentration of half-maximal effect; % is set by controls: 0 for no effect and ±100 for the full control effect; nearly all actives have a fitted effect of over 60% in size; inactives centre near -12
#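 In this screen, compounds sit with the deubiquitinase complex (1nM) for 15 min at room temperature before Ub-Rho is added at 150nM final. Fluorescence rise is then followed for 6 reads every 60 seconds.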
# HP1b chromo inh – blocks HP1-beta chromodomain binding to methylated histone tails. P83916. AlphaScreen HP1-beta / biotin-H3K9me3 peptide binding. Potency, µM (series often up to 114 µM), for the others: at the top dose activity change, negative = inhibition, hits mostly inhibitors. 0.56% of 390,000 active. AID 540317; note: potency is the fitted concentration of half-maximal effect; nearly all actives have a fitted effect of over 70% in size; inactives centre near 23
#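 Compound inhibition of the preformed complex between 50 nM HP1-beta and 50 nM biotinylated H3K9me3 peptide was read by AlphaScreen. Buffer was PBS pH 7.4 with 0.01% Tween-20. Incubations ran 30 min at room temperature, with 10 ug/mL donor/acceptor beads.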
# TrxR1 substrate – rat thioredoxin reductase 1 substrate activity. Potency, µM (highest dose often 114 µM), for the others: top-dose activity change, negative = substrate turnover. AID 588456. purified TrxR1 substrate turnover, NADPH consumption readout. 0.01% of 390,000 active; note: potency is the fitted concentration of half-maximal effect; % is set by controls: 0 for no effect and ±100 for the full control effect; nearly all actives have a fitted effect of over 50% in size
#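 Rat TrxR1, dispensed at 90 nM, was prereduced with 400 uM NADPH (final) for 5 min at ~22 deg C, then incubated with compound 15 min before 400 uM selenite. A first-read NADPH fluorescence drop versus no-compound background flagged substrates.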
# Active calls of the source: *; i = inactive; ? = inconclusive; / = not tested or not shown; & = joins results of further samples; [ ] = remark or other dose. Unless noted, calls come from the whole dose curve; as a rule, active = well fitted curve in the direction sought with a large enough effect; inconclusive = small, poorly fitted or top-dose-only effect, or another doubt; inactive = no such curve, though single readings can be large; an effect the other way counts as inactive or inconclusive.
smiles	TrxR1 inh	GLS inh	PGK inhibitor	IDH1 R132H inh	PI4K2A inh	Pin1 inhibitor	USP1 inh	HP1b chromo inh	TrxR1 substrate
CSc1cccc(NC(=O)Nc2ccccc2)c1	3%	-2%	-5%	6%	-1	-3%	-10%	25%	-10%
Fc1ccc(C(CCCn2nnc(-c3cccnc3)n2)c2ccc(F)cc2)cc1	28%[57.1 µM]	-1%	-4%	-1%	-1	?	-9%	64%[activator]	3%[57.1 µM]
CCN(CC)C1Oc2cc3c(cc2C(c2cc(OC)c(O)c(OC)c2)C1C)OCO3 (centres undefined)	5%[11.4 µM]	18%	2%	7%	6	-7%	-15%	-11%	9%[57.1 µM]
CC(C(=O)O)n1nc(-c2ccccc2)c2ccccc21 (centres undefined)	18%	4%	/	8%	3	-3%	0%	7%	5%
COCCN(C(=O)Cc1cccs1)C(C(=O)NC1CCCC1)c1ccc(OC)c(OC)c1 (centres undefined)	19%	1%	-1%	-19%	-4	-2%	-2%	38%	2%
COC(=O)c1ccc(S(=O)(=O)NCCc2ccccc2OC)n1C	23%[57.1 µM]	6%	-1%	6%	2	-17%	5%	20%	1%[57.1 µM]
COn1c(=O)c(-c2cccs2)[n+]([O-])c2ccccc21	?	27%	-5%	2%	3	?	-5%	48%[activator]	8%
COc1ccc(OC(=O)c2cc3ccccc3o2)cc1	5%	-13%	1%	2%	-9	-9%	-17%	198%[activator]	-6%
CCOc1ccc(CNC(=O)c2nn(-c3ccc(OC)cc3)c(=O)c3c2c2ccccc2n3C)cc1	19%	3%	/	/	-6	1%	-23%	41%[activator]	6%
CCc1ccccc1NC(=O)C(Cc1cccc(OC)c1OC)c1nn[nH]n1 (centres undefined)	3%	0%	5%	-1%	4	-10%	-14%	23%	1%
CCC1=Nc2cc(C(=O)O)ccc2Sc2ccc(Cl)cc21	17%	7%	0%	3%	1	-2%	5%	24%	3%
CCNC(=O)CC1SC(=Nc2ccc(C)cc2)NC1=O (centres undefined)	5%	2%	-12%	-4%	-5	1%	-13%	22%	3%
Cc1cccc(Cn2cc(S(=O)(=O)c3cccc(C)c3)c(=O)c3cc(F)c(N4CCOCC4)cc32)c1	7%	4%	0%	-15%	-3	44%[activator]	9%	18%	10%
CC(C)C[C@H](NC(=O)c1[nH]cnc1C(=O)N[C@H](C)c1ccccc1)C(=O)OC(C)(C)C	-23%	-2%	-2%	-1%	3	?	?	23%	-23%
O=C(Nc1ncn[nH]1)c1ccc(S(=O)(=O)N2CCOCC2)cc1	17%	0%	i	8%	-3	-11%	-7%	7%	1%
Cc1snc(SCC(=O)N/N=C(\N)COc2cccc(C(F)(F)F)c2)c1C#N	23%	-8%	2%	3%	-2	-3%	-23%	-5%	5%
Cc1ccc(S(=O)(=O)c2nc(-c3ccc(F)cc3)oc2SCC(N)=O)cc1	-2%[57.1 µM]	0%	5%	2%	-1	7%	-5%	35%	3%[57.1 µM]
COc1cccc(Sc2nc(-c3ccccc3)ncc2S(C)(=O)=O)c1	5%	-2%	/	-7%	0	6%	-6%	29%	-7%
N#Cc1cc([N+](=O)[O-])c(-n2nnc3ccccc32)c([N+](=O)[O-])c1	16µM*	100%[activator]	-1%	1%	4	0%	-21%	2%	-2%
Cc1c(/C=C(\C#N)c2nn(-c3ccccc3)c(N)c2C#N)c2ccccc2n1Cc1ccc(F)cc1	-6%	6%	0%	0%	-5	20%	-2%	-1%	-4%

# An excerpt from above in order of molar mass, largest number first.
smiles	TrxR1 inh	GLS inh	PGK inhibitor	IDH1 R132H inh	PI4K2A inh	Pin1 inhibitor	USP1 inh	HP1b chromo inh	TrxR1 substrate
Cc1cccc(Cn2cc(S(=O)(=O)c3cccc(C)c3)c(=O)c3cc(F)c(N4CCOCC4)cc32)c1	7%	4%	0%	-15%	-3	44%[activator]	9%	18%	10%
CCN(CC)C1Oc2cc3c(cc2C(c2cc(OC)c(O)c(OC)c2)C1C)OCO3 (centres undefined)	5%[11.4 µM]	18%	2%	7%	6	-7%	-15%	-11%	9%[57.1 µM]
COc1cccc(Sc2nc(-c3ccccc3)ncc2S(C)(=O)=O)c1	5%	-2%	/	-7%	0	6%	-6%	29%	-7%
COC(=O)c1ccc(S(=O)(=O)NCCc2ccccc2OC)n1C	23%[57.1 µM]	6%	-1%	6%	2	-17%	5%	20%	1%[57.1 µM]
CCC1=Nc2cc(C(=O)O)ccc2Sc2ccc(Cl)cc21	17%	7%	0%	3%	1	-2%	5%	24%	3%
N#Cc1cc([N+](=O)[O-])c(-n2nnc3ccccc32)c([N+](=O)[O-])c1	16µM*	100%[activator]	-1%	1%	4	0%	-21%	2%	-2%
COn1c(=O)c(-c2cccs2)[n+]([O-])c2ccccc21	?	27%	-5%	2%	3	?	-5%	48%[activator]	8%
COc1ccc(OC(=O)c2cc3ccccc3o2)cc1	5%	-13%	1%	2%	-9	-9%	-17%	198%[activator]	-6%
CC(C(=O)O)n1nc(-c2ccccc2)c2ccccc21 (centres undefined)	18%	4%	/	8%	3	-3%	0%	7%	5%
CSc1cccc(NC(=O)Nc2ccccc2)c1	3%	-2%	-5%	6%	-1	-3%	-10%	25%	-10%

# Further structures:
smiles	TrxR1 inh	GLS inh	PGK inhibitor	IDH1 R132H inh	PI4K2A inh	Pin1 inhibitor	USP1 inh	HP1b chromo inh	TrxR1 substrate
O=C(Nc1ccc2oc(-c3ccc(O)c(Br)c3)nc2c1)c1cc2ccccc2o1	13%	-6%	-7%	12%	1	-18%	-3%	17%	2%
O=C(c1cc(-c2ccc(Cl)cc2)nc2ccccc12)N1CCC1	-5%	-5%	-2%	6%	5	0%	-4%	27%	4%
CCc1c(C)c2nncn2[nH]c1=O	4%	12%	7%	-9%	3	2%	-7%	24%	-2%
CCc1ncc(/C=C2\C(=O)Nc3ccccc32)[nH]1	-12%	0%	-6%	9%	1	1%	-20%	15%	-14%
O=C(CSc1oc(-c2ccccc2)nc1S(=O)(=O)c1ccccc1)NCC1CCCO1 (centres undefined)	-10%	8%	-8%	9%	1	-2%	-9%	16%	-8%
Cc1ccc(Cn2ncc3c(NCCN(C)C)ncnc32)cc1	16%	-3%	/	-1%	2	1%	-16%	17%	-3%
CC1CCCCC1NC(=O)CSC1=Nc2ccccc2C2CC=NN12 (centres undefined)	?	-20%	i	0%	-2	2%	-16%	38%	-13%
FC(F)(F)c1nc(N2CCCC2)ncc1-c1nnnn1-c1ccccc1	12%	-3%	-2%	3%	2	-3%	-25%	29%	2%
CN(C)c1ccc(C(=S)NCc2ccco2)cc1	-51%	17%	2%	3%	2	12%	-10%	?	22%[57.1 µM]
Cc1c(NC(=O)c2cc3ccccc3oc2=O)c(=O)n(-c2ccccc2)n1C	9%	-4%	-7%	9%	0	-2%	?	9%	-2%
CCC1CCCCN1CCCNC(=O)c1c(O)nc2cc(C)ccn2c1=O (centres undefined)	6%&-15%	4%&0%	5%&9%	0%&-4%	1&-2	-5%&0%	-13%&-19%	21%&16%	47%&34%[activator]
COCCNCC(=O)Nc1ccc(C)c(S(=O)(=O)N2CCCCC2)c1	14%[57.1 µM]	-5%	3%	7%	-3	3%	-15%	?	7%
C=CCNS(=O)(=O)c1ccc2c(c1)n(C)c(=O)n2C	8%[57.1 µM]	14%	5%	1%	-1	-4%	-3%	-4%	9%[57.1 µM]
CCn1ccc2cc(S(=O)(=O)N3CCC(C(=O)NCc4cccc(Cl)c4)CC3)ccc21	15%[57.1 µM]	2%	-5%	10%	4	44%[activator]	-30%	22%[57 µM]	-3%[57.1 µM]
Cc1cc(NC(=O)c2ccc(Cl)cc2)n(-c2ccccc2)n1	20%	-6%	/	-8%	4	4%	-20%	56%[activator]	4%
Cc1nc2nc[nH]n2c(=O)c1NS(=O)(=O)c1ccc(C(C)(C)C)cc1	17%	26%	-8%	-5%	0	-9%	0%	37%	0%
CC(C)N(CC(N)=O)c1ccc(S(=O)(=O)N2CCCC2)cn1	21%	-3%	6%	-4%	0	-12%	-25%	43%[activator]	6%
O=C(Nc1ccc(N2CCN(C(=O)c3cccs3)CC2)cc1)c1ccc(Br)o1	16%	26%	-4%	10%	-2	1%	-20%	5%	0%
COc1cc(C2Nc3ccccc3-c3cc(C)nn32)ccc1O (centres undefined)	20%	35%[activator]	-2%	2%	-3	-4%	-1%	45%	36%
CCc1nnc(NC(=O)C(NC(=O)c2ccccc2Cl)C(C)C)s1 (centres undefined)	18%[57.1 µM]	-5%	-15%	-7%	2	-1%	-15%	2%	-3%[57.1 µM]

# The list is partial; rates above refer to the full screens.
